Screens as filed in PubChem.
ASAP1 inh = inhibitors of human ASAP1 ArfGAP activity; Q9ULH1; inhibition, % at 16.5 µM; AID 624377; ASAP1-stimulated ARF1 GTP hydrolysis, GDP FP detection; 360,000 compounds, 0.19% hits; in the data active = inhibition above about 25%;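 also: 0% = vehicle with enzyme and substrate and 100% = no enzyme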
PLC-beta3 inh = blocks human PLC-beta3 enzyme activity. Purified PLC-beta3, fluorogenic substrate, fluorescence. inhibition, % at 12.2 µM. 370,000 compounds, 0.18% hits; in the data active = inhibition above about 11%;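 also: 0% = median of compound wells on plate and 100% = full blocker control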
ARFGAP1 inh = inhibitors of rat ARFGAP1. Q62848. Arfgap1-stimulated ARF1 GTP hydrolysis, GDP FP detection. inhibition, % at 16.5 µM. 360,000 compounds, 0.26% hits;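 active = inhibition above a per-plate limit, mean inhibition of low control wells plus 3 SD, cut at about 25% in these data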;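 also: 0% = DMSO wells with enzyme and 100% = wells lacking Arfgap1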
Target sequence (Q62848 1-136 limits assumed): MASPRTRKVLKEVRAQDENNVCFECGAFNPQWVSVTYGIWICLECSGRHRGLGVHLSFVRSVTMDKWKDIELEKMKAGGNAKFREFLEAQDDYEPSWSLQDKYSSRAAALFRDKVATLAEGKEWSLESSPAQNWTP
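Material: truncated rat Arfgap1 GAP domain; Incubation: compound-enzyme preincubation 20 min, reaction 120 min, detection 60 min, 25 °C; Read-out: percent inhibition of Arfgap1-stimulated GTP hydrolysis; Technique: FP, GDP Alexa 633 tracer displaced from anti-GDP antibody, 620/688 nm; Controls: No-Arfgap1 wells (100%) versus DMSO full-reaction wells (0%); Replication: single well per compound.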
proKLK7 act = activates the human kallikrein-7 zymogen | P49862 | purified proKLK7, EDANS-DABCYL substrate fluorescence; 100% is mature enzyme control, 0% vehicle | activation, % at 7 µM | 370,000 compounds, 0.9% hits | AID 652039;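 active = activation above the mean of all tested compounds plus 3 SD, computed per campaign excluding outliers beyond control limits, cut at about 13% in these data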
Target sequence (P49862 whole entry, looked up): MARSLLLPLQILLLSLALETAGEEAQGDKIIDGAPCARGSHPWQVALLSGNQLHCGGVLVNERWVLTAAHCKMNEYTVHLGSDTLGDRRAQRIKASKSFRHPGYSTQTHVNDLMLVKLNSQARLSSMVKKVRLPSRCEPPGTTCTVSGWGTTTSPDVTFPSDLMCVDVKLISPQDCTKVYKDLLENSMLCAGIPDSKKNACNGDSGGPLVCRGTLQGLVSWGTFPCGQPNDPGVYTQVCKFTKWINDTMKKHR
sPLA2-III inh = Blocks human group III sPLA2 activity; Q9NZ20; 370,000 compounds, 0.56% hits; AID 743126; QFRET BODIPY PC-A2 liposome hydrolysis, fluorescence; inhibition, % at 12.2 µM;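 active = inhibition above mean plus 3 SD of compounds lying within the high and low control bounds, cut at about 19% in these data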;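 also: 0% = median of test compound wells and 100% = no enzyme DMSO wells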
PLCg1 inh = inhibitors of human phospholipase C gamma1; 370,000 compounds, 0.84% hits; P19174; purified PLC-gamma1, fluorogenic substrate, fluorescence; inhibition, % at 12.2 µM; in the data active = inhibition above about 9.5%
DDE Tn7 FP inh = DD(E)-Tn7 binding inhibition, primary FP screen | 370,000 compounds, 0.13% hits | FP displacement of FITC-Tn7 peptide from fibrin DD(E); 0% = median of compound wells per plate | inhibition, % at 8.3 µM | AID 720508 | P02675;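 active = inhibition above the mean of compounds falling within the control limits plus 3 SD of them, cut at about 14% in these data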;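 also: 0% = plate median of compound wells and 100% = 10 µM Aha-Tn7 peptide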
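system = human fibrin DD(E) protein | quantity = DD(E) 2 µM final | medium = Tris/NaCl/CaCl2 buffer, pH 7.8 | also added = labelled Tn7 tracer, 0.1 µM | compound dosing = single point at 8.3 µM | timing = compound with protein 10 min, then 3 h after probe, room temperature | signal = FP measurement | benchmarks = Aha-Tn7 high control | repeats = one replicate per compound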
UHRF1 MBD2 ctr = blocks human UHRF1 binding to methylated DNA | UHRF1 binding to methylated oligo, TR-FRET | AID 687016 | Q96T88 | inhibition, % at 4.4 µM | 370,000 compounds, 0.75% hits; in the data active = inhibition above about 21%;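 also: UHRF1 SRA domain binding a hemimethylated CpG hairpin DNA probe; 0% = median of test compound wells and 100% = reference inhibitor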
NR1D1 modulator = modulates human Rev-erb alpha binding to DNA; Rev-erbα–FITC-DNA binding, fluorescence polarization, 90 min; activity, % at 10 µM; 370,000 compounds, 0.79% hits; AID 1259318;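 active = activity above about 14%, limit read from the data; passing the limit was not always enough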;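 also: 0% = DMSO wells with 35 nM protein and 100% = DMSO wells with 750 nM protein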
Target sequence (P20393 whole entry, looked up): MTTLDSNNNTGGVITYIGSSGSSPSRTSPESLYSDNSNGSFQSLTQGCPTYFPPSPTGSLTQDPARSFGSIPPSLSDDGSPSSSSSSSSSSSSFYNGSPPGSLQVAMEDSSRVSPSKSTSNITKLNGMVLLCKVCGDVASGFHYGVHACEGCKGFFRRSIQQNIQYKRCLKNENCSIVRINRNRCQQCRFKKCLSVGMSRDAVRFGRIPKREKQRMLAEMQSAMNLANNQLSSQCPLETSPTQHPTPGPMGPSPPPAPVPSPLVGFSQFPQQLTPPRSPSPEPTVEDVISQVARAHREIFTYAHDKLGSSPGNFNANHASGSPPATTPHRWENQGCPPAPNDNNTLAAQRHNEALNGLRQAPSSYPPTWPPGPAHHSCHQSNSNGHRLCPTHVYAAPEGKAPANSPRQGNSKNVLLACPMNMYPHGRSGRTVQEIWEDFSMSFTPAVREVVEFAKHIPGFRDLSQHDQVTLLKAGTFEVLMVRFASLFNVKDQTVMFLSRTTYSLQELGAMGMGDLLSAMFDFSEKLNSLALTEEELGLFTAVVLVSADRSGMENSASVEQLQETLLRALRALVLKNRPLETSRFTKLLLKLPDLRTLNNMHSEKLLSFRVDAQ
DDE Tn6 FP inh = disrupts Tn6 cyclic peptide binding to fibrin D-Dimer-E complex; 370,000 compounds, 0.21% hits; AID 720509; inhibition, % at 8.3 µM; Fibrin DD(E) TRITC-Tn6 fluorescence polarization displacement; P02675;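 active = inhibition above a per-campaign cutoff: mean of compounds within control limits plus 3 SD, cut at about 15% in these data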;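 also: 0% = median of all compound wells on the plate and 100% = blocking peptide control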
Starred values were filed as active, the others as inactive; i = inactive; . = no result given.

SMILES	ASAP1 inh	PLC-beta3 inh	ARFGAP1 inh	proKLK7 act	sPLA2-III inh	PLCg1 inh	DDE Tn7 FP inh	UHRF1 MBD2 ctr	NR1D1 modulator	DDE Tn6 FP inh
O=C(Nc1cccc(S(=O)(=O)N2CCOCC2)c1)C1CC(=O)N(c2ccc3c(c2)OCCO3)C1 (stereo not given)	9	-7	-9	-1.2	-5	0	-8	1	-4	-1
O=C(c1ccco1)N1CCN(C(=O)c2ccc(-c3ccc(Cl)cc3)o2)CC1	-5	-5	2	0.2	-4	-4	5	-1	-8	-8
COc1ccc(CN2C(=O)C(CC(C)C)Nc3ncnc(N4CCN(c5ccccn5)CC4)c32)cc1 (stereo not given)	12	-2	-2	0.7	6	3	0	1	-3	0
COc1ccc2c(C(=O)CN3CCC(C)CC3)c[nH]c2c1	8	-3	2	0.1	-9	-5	-7	5	1	-10
COc1cccc(NC(=O)CN(C)CC(=O)c2c(N)n(Cc3ccccc3)c(=O)n(C)c2=O)c1	-3	-2	4	-0.2	2	2	-1	-2	-4	-5
O=C(c1ccc(Cl)c(S(=O)(=O)N2CCCCCC2)c1)N1CCN(c2ccccc2O)CC1	-5	4	4	0.1	-1	2	-3	2	-1	-1
CC(C)C(=O)Nc1cccc(C(=O)NCc2ccc(S(N)(=O)=O)cc2)c1	-10	4	-4	-1.0	-2	2	6	2	2	2
Fc1ccccc1Cc1noc(CN2CCC(OCc3cccnc3)CC2)n1	1	-1	-8	0.0	-3	-2	3	-4	8	-8
COC(=O)C1=CN(c2ccc(C(C)(C)C)cc2)C(N)=C(C#N)C1c1cccc([N+](=O)[O-])c1 (stereo not given)	5	-3	4	0.8	0	-2	1	3	4	0
O=C(CSc1nc2ncc(Cl)cc2[nH]1)NCC(=O)Nc1ccc(F)c(F)c1F	11	-14	-2	0.2	-16	-2	3	3	-4	3
CC1=C(C(=O)N(C)C)CC(CC(=O)NC(c2ccccc2)c2ccccc2)C(=O)N1CCCN1CCCC1=O (stereo not given)	-3	0	12	0.1	18	-1	-2	5	5	-1
C=CCCC(=O)N(Cc1ccccc1)c1ccccc1C(=O)Nc1cc(OC)ccc1OC	.	-16	.	0.2	-3	-9	-6	0	-2	-4
CC(NC(=O)COc1cccnc1[N+](=O)[O-])c1ccc(Cl)cc1 (stereo not given)	-14	-13	7	0.2	-3	-1	-2	1	-1	-2
O=C(Nc1ccccc1N1CCCC1)c1cccc(F)c1	5	-3	6	-0.2	-1	-2	-5	0	-3	2
CC1(C)CC(=O)C2=C(C1)Nc1ncnn1C2c1ccccn1 (stereo not given)	6	-1	7	0.1	6	-2	-2	-2	2	2
Cn1c(N)c(C(=O)COC(=O)c2cccc(S(=O)(=O)N3CCOCC3)c2)c(=O)n(C)c1=O	-9	-1	-2	0.6	-4	-5	-1	2	-1	1
O=C1CCC2(CCC(c3ccccc3)CC2)N1CCO (stereo not given)	.	7	.	-0.3	-2	4	1	-1	-5	-2
COc1cccc(NC(=O)c2cccnn2)c1	7	1	-16	-0.7	-3	3	-2	-1	-2	3
CCCCCC(=O)Nc1ncc2c(n1)CC(c1cccs1)CC2=O (stereo not given)	-8	-7	4	0.1	-13	-2	-4	-3	5	3
Cc1[nH]c(=O)[nH]c1C(=O)CCCCC(=O)OCC(=O)Nc1ccccn1	10	4	-1	-0.8	-2	-1	-5	-3	-5	-3
COc1ccc(Cl)cc1NC(=O)Nn1cnnc1	3	3	2	0.3	5	1	3	-1	1	2
Cc1ccc(S(=O)(=O)NCCC(=O)N2CCN(c3cccc(Cl)c3)CC2)cc1C	15	-5	-4	0.5	-27	0	-5	-1	1	-7
CCCCNC(=O)CCc1nc2cccnc2n1Cc1ccccc1	-5	-7	0	0.1	1	0	9	3	-1	2
C#CCCc1cocc1/C=[N+](\[O-])c1ccc(C(=O)OCC)cc1	0	-26	1	-0.2	-4	-24	-7	-2	-6	3
COC(=O)C1=C(C)NC(C)=C(C(=O)OC)C1c1ccc(NC(C)=O)cc1	-1	-42	3	1.3	1	-43	6	0	-4	-8

Overlap with the part before: 2 entries; new compounds follow.
SMILES	ASAP1 inh	PLC-beta3 inh	ARFGAP1 inh	proKLK7 act	sPLA2-III inh	PLCg1 inh	DDE Tn7 FP inh	UHRF1 MBD2 ctr	NR1D1 modulator	DDE Tn6 FP inh
C#CCCc1cocc1/C=[N+](\[O-])c1ccc(C(=O)OCC)cc1	0	-26	1	-0.2	-4	-24	-7	-2	-6	3
COC(=O)C1=C(C)NC(C)=C(C(=O)OC)C1c1ccc(NC(C)=O)cc1	-1	-42	3	1.3	1	-43	6	0	-4	-8
NC(=O)CSc1nnc(COc2ccc3ccccc3c2)o1	-4	-4	-5	0.0	1	4	-1	0	5	0
COCCNC(=S)N/N=C/c1ccc([N+](=O)[O-])cc1	6	-1	5	-0.1	3	4	1	-3	-1	5
Cc1cc(C)cc(NC(=O)Cn2c(-c3ccccc3Cl)nc3ccccc32)c1	-6	2	12	0.1	1	1	3	22*	-3	2
O=C(NC1CCCC1)C1c2ccccc2OCC(=O)N1CC(F)(F)F (stereo not given)	5	2	-1	-0.4	2	1	0	-3	4	-3
Cc1ccc2nc(NC(=O)C3CCN(S(=O)(=O)c4cccc5nsnc45)CC3)sc2c1	5	-2	0	0.3	-1	1	-8	0	-1	-2
COC(=O)C1(C)COP(=O)(Nc2ccc(OC)cc2)OC1 (stereo not given)	-10	0	14	-0.3	12	1	1	4	-1	7
C/C=C/C(=O)OCC(=O)Nc1cc([N+](=O)[O-])ccc1Cl	2	7	8	0.1	2	6	2	1	-12	-7
CN(C)S(=O)(=O)c1ccc(Cl)c(C(=O)Nc2ccccc2[N+](=O)[O-])c1	-3	3	-1	-0.9	-4	-1	4	0	0	5
CC(C)(C)c1cc(C(=O)NN)n(Cc2ccc(Cl)cc2Cl)n1	-5	-5	6	0.2	4	4	1	-2	-6	-3
COc1ccc(CN2CCN(c3ncnc4scc(-c5ccc(F)cc5)c34)CC2)cc1	4	-5	-1	0.0	-13	1	-10	-1	2	-1
Cc1ccccc1C(=O)Nc1nncs1	12	3	0	0.0	2	1	-7	1	-5	0
CN1C(=O)N(CC(=O)Nc2cccc(S(=O)(=O)N(C)c3ccccc3)c2)C(=O)C12CCCCC2	-4	0	3	0.6	-23	14*	-9	2	5	-8
COc1ccc(-n2nc(C(=O)NCC(=O)N3CCN(c4ccccc4OC)CC3)c3ccccc3c2=O)c(OC)c1	-2	-20	-1	1.4	-5	-9	0	-1	-11	1
CN(C)CCCNC(=O)C[C@H]1C[C@H](C(=O)N2CCCCC2)[C@@]2(CCc3ccccc3)c3[nH]c4ccc(Cl)cc4c3CCN2C1=O	-11	6	-4	0.4	-20	2	10	-2	-1	10
COc1ccccc1C(c1nnnn1C(C)C)N1CCN(C(=O)c2ccco2)CC1 (stereo not given)	-4	-4	3	-0.7	2	-2	-3	0	-6	2
O=C(CSc1nnc(Cc2cc(=O)[nH]c(=O)[nH]2)n1-c1ccccc1)NCC1CCCO1 (stereo not given)	24	-2	7	0.2	-6	-3	2	1	0	0
CCCc1cc(CNC(=O)C2CCC(=O)N(Cc3ccccc3OC)C2)on1 (stereo not given)	-9	-8	-3	-0.5	2	-1	-3	2	2	-1
Nc1cccc(-c2cn3cccnc3n2)c1	-21	-12	-1	0.4	1	-2	-3	-2	4	5
COc1ccccc1-n1nnnc1SCC(=O)Nc1cc(C)on1	-2	-1	-1	0.6	1	1	3	2	-4	9
Nc1ncnc2c1ncn2[C@@H]1O[C@H](C(=O)N2CCC(F)(F)CC2)[C@@H](O)[C@H]1O	-8	0	10	0.7	3	-3	0	-2	5	3
COc1cccc(NC(=S)NN2C(C)CCCC2C)c1 (stereo not given)	22	4	-2	0.3	16	0	-4	-5	1	-4
Cc1cccc(C)c1NC(=O)C1(NC(=O)Cn2cccc([N+](=O)[O-])c2=O)CCCCC1	1	3	14	-1.0	10	1	4	24*	-1	2
O=C(Nc1ncnc2c1ncn2C1OC(COC(=O)c2ccccc2)C(F)C1O)c1ccccc1 (stereo not given)	6	3	-5	0.5	-9	-2	1	-1	-5	3
NC(=O)c1cc2nc(-c3ccco3)cc(C(F)(F)F)n2n1	2	i	4	9.1	0	i	-5	-9	1	-1
O=C(CCCc1nc2ccccc2s1)N1CCN(S(=O)(=O)c2cccs2)CC1	3	-6	-6	0.5	-4	-4	4	-1	-1	0
The list goes on:
SMILES	ASAP1 inh	PLC-beta3 inh	ARFGAP1 inh	proKLK7 act	sPLA2-III inh	PLCg1 inh	DDE Tn7 FP inh	UHRF1 MBD2 ctr	NR1D1 modulator	DDE Tn6 FP inh
Cc1ccc(/C=N/NC(=O)c2csc(C)c2)o1	-16	-3	-5	0.1	1	1	4	-2	1	1
CC(Cc1ccccc1)NC(=O)CN1C(=O)c2ccccc2S1(=O)=O (stereo not given)	-3	-5	-1	0.1	-1	2	7	-4	5	-4
Cc1ccc(-c2c(C#N)c(N)nc3c2CCCC3)o1	7	-159	-1	-1.7	0	-134	-8	1	-8	3
Cc1ccc(C(=O)NNC(=O)c2cc(C)nc3ccccc23)cc1	-3	-7	10	-0.2	-2	-4	-3	-1	-1	2
NC(=O)C(=O)N/N=C/c1c(F)c(F)c(F)c(F)c1F	2	-2	-4	0.4	-1	3	-5	-1	-1	4
CCN1CCN(S(=O)(=O)c2ccc(OC)cc2)CC1	-1	-2	-3	-0.2	1	1	2	0	-2	1
COc1cccc(/C=C/C(=C2/C(=O)N(c3ccccc3)N=C2C)c2ccc(C)cc2)c1OC	-11	-1	1	-0.4	7	2	5	-3	5	-1
CCOC(=O)c1c(C)[nH]c(C(=O)COC(=O)C2CC(=O)N(Cc3ccccc3)C2)c1C (stereo not given)	-8	1	-1	0.5	-5	0	7	-1	2	-2
CCO[C@H]1OC(C(=O)Nc2ccccc2)=C[C@@H](c2ccc(Br)cc2)[C@@H]1CCCO	1	5	12	-0.2	-12	1	-6	1	-1	1
CC1Cc2ccccc2N1C(=O)CSc1nccc(=O)[nH]1 (stereo not given)	-10	0	8	-0.3	-2	-1	4	0	5	2
Cc1ccc(S(C)(=O)=NS(=O)(=O)c2cccc3nsnc23)cc1 (stereo not given)	-7	5	2	0.1	3	2	-1	-2	-2	9
Cc1ccc([C@H]2N[C@]3(CCCN(Cc4ccc(Cl)cc4)C3=O)[C@H]3C(=O)N(C)C(=O)[C@@H]23)cc1	-6	1	8	-0.5	2	-3	3	-1	-3	1
CCCCC(=O)Nc1cccc2c1C(=O)N(c1ccccc1)C2=O	-3	-5	3	-0.1	6	-4	-3	-2	-1	-2

Some values from the results shown:
sPLA2-III inh result of CC1Cc2ccccc2N1C(=O)CSc1nccc(=O)[nH]1 (stereo not given) is entered as -2
sPLA2-III inh result of CC(Cc1ccccc1)NC(=O)CN1C(=O)c2ccccc2S1(=O)=O (stereo not given) is entered as -1

Compounds were not picked by outcome; 4.5% or so of the library scored in one or more.
